Myeloid diff MLP: compounds promoting myeloid differentiation; calls only at 10 µM; AID 624256; actives 1% (n = 360,000); ER-HoxA9 myeloid progenitors, lysozyme-GFP differentiation, flow cytometry;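 active = normalized GFP-positive differentiation at or above the plate's own cutoff, the solvent-only control mean plus 3 SD; inconclusive = no clear call, values can overlap the other calls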;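 also: cells exposed to compound for four days before flow analysis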
T cell modulator: modulates CD8 T cell binding to vesicles; AID 2052; calls only at 7 µM; 2C CD8+ T cell-vesicle binding, flow cytometry; active compounds read low; actives 0.068% (n = 330,000);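 active = response, share of CD8 T cells binding vesicles, and their 90th percentile fluorescence all below set limits, cut at about 80% in these data, passing the limit was not always enough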
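Incubation: binding step 1.5 h, 37 °C, antibody labelling 20 min, ice; system: murine 2C transgenic CD8+ T lymphocytes; technique: cytometric PE anti-B7-1 and Alexa647 anti-CD8 signals after 1% paraformaldehyde fixation; also added: QL9-charged Drosophila Ld/ICAM-1/B7-1 vesicles; control set: naked versus QL9-loaded vesicles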
T cell modulator vesicle-bound %: second read-out of T cell modulator, no call of its own (marks repeat the call); double positive events, %; measured here: CD8+ vesicle-bound cell fraction;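 binding gate set so that unloaded-vesicle control wells show 10% double positive cells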
Myeloid diff MLP GFP+ MAC1+ %: recorded beside Myeloid diff MLP, whose call it bears; GFP+ MAC1+ double positive, %; measured here: differentiation confirmed by MAC1 staining
Starred values were filed as active, the others as inactive; i = inactive; ? = inconclusive; nt = no result given.

Values run as follows: Myeloid diff MLP, Myeloid diff MLP GFP+ MAC1+ %, T cell modulator, T cell modulator vesicle-bound %
> CN(C)S(=O)(=O)c1cccc(NC(=O)CCCc2nc3ccccc3c(=O)[nH]2)c1
→ i, 0.7, i, 52
> COc1cc(C#Cc2c(-c3cncn3C)n(C)c3ccc(Br)cc23)cc(OC)c1
→ i, 1.7, i, 35
> COc1ccc(Cl)cc1NC(=O)C(C)Sc1nnc(C2CC2)n1C1CC1 (centres undefined)
→ i, 1.1, i, 32
> C=CCNC(=O)c1onc(CSc2ccccc2)c1C(=O)NCC=C
→ i, 1.6, i, 8
> CC1C(=O)N2CCCc3cc(NS(=O)(=O)c4ccc([N+](=O)[O-])cc4)cc1c32 (centres undefined)
→ i, 1.1, i, 31
> CCN(C(=O)Nc1cccc(Cl)c1)c1ccccc1
→ i, 0.4, i, 59
> N#Cc1nc(-c2cccc3ccccc23)oc1N
→ i, 1.4, i, 21
> COc1ccccc1C(=O)NC(CCSC)C(=O)NCC(c1cccs1)N1CCOCC1 (centres undefined)
→ i, 0.8, i, 44
> Nn1c(SCC(=O)NCCc2ccc(S(N)(=O)=O)cc2)nnc1C1CCCCC1
→ i, 0.7, i, 46
> Cc1ccccc1OCCCCCCN1CCNCC1
→ i, 1.1, i, 28
> CCCn1c(SCC(=O)Nc2cccc(F)c2)nc(O)cc1=O
→ i, 1.3, i, 37
> COc1ccc(CNC(=O)COC(=O)CN2C(=O)C3CC=CCC3C2=O)cc1 (centres undefined)
→ i, 1.0, i, 55
> CCCCn1c(N)c(N(CCC(C)C)C(=O)CC2CCCCC2)c(=O)[nH]c1=O
→ i, 0.6, i, 40
> CCc1ccc(N2CC(C(=O)N3CCN(c4ccccn4)CC3)CC2=O)cc1 (centres undefined)
→ i, 1.5, i, 52
> CC(O)[C@H]1CN=C(N)N1CC(C)(C)C (some centres undefined)
→ i, 1.5, i, 21

Whole records, quoted from the list. Screens in order: Myeloid diff MLP, Myeloid diff MLP GFP+ MAC1+ %, T cell modulator, T cell modulator vesicle-bound %
CC1C(=O)N2CCCc3cc(NS(=O)(=O)c4ccc([N+](=O)[O-])cc4)cc1c32 (centres undefined) is listed with i, 1.1, i, 31
CC(O)[C@H]1CN=C(N)N1CC(C)(C)C (some centres undefined) is listed with i, 1.5, i, 21
CN(C)S(=O)(=O)c1cccc(NC(=O)CCCc2nc3ccccc3c(=O)[nH]2)c1 is listed with i, 0.7, i, 52
COc1cc(C#Cc2c(-c3cncn3C)n(C)c3ccc(Br)cc23)cc(OC)c1 is listed with i, 1.7, i, 35

(further entries)
Values run as follows: Myeloid diff MLP, Myeloid diff MLP GFP+ MAC1+ %, T cell modulator, T cell modulator vesicle-bound %
> CC(C)Oc1ccc(/C(O)=C2/C(=O)C(=O)N(CCN3CCNCC3)C2c2ccc(C(C)C)cc2)cc1 (centres undefined)
→ i, 0.3, i, 40
> COc1ccc(-c2nnc(SCC(=O)Nc3cccnc3Cl)n2C)cc1
→ i, 0.5, i, 50
> O=C(CN1CCN(C(=O)c2ccccc2)CC1)NC(=O)NCCC1=CCCCC1
→ i, 0.8, i, 35
> O=C(CN1C(=O)NC2(CCCC2)C1=O)NCc1ccc(Cl)cc1
→ i, 1.9, i, 38
> Cc1ccc(NC(=O)CN2C(=O)C(=O)N(C3CCCC3)C2=O)c(Cl)c1
→ i, 0.9, i, 16
> CCCCN(C(=O)c1ccc2c(c1)OCO2)c1c(N)n(CCCC)c(=O)[nH]c1=O
→ i, 0.5, i, 15
> CCN(c1ccccc1)S(=O)(=O)c1cc(C(=O)OC2CCOC2=O)ccc1C (centres undefined)
→ i, 0.3, i, 49
> O=C(NC1=NCCS1)c1ccccc1F
→ i, 0.7, i, 51
> CCOC(=O)C1=C(COC(=O)CSc2ccc(C)cc2)NC(=O)NC1C (centres undefined)
→ i, 0.5, i, 16
> CN(C)S(=O)(=O)c1cccc(NC(=O)c2cc([N+](=O)[O-])ccc2N2CCCCC2)c1
→ i, 0.8, i, 47
> CC1(C)C(C=C(Cl)Cl)C1C(=O)OCc1cccc(Oc2ccccc2)c1 (centres undefined)
→ i, 2.7, i, 68
> COC(=O)c1ccc(C)cc1
→ i, 3.0, i, 9
> CC(=O)C1=C(O)C(=O)N(c2ccccn2)C1c1ccc(C)cc1 (centres undefined)
→ i, 0.8, i, 51
> CCOc1ccc(NC(=O)c2ccc3c(c2)OCCO3)cc1S(=O)(=O)N(CC)CC
→ i, 0.7, i, 39
> O=[N+]([O-])c1cc(S(=O)(=O)N2CCCC2)ccc1OCCOc1ccccc1
→ i, 0.9, i, 19
> Nc1nnc(SCC(=O)Nc2cc(F)ccc2F)s1
→ i, 0.5, i, 7
> Cc1n[nH]c(=O)c2c(NC(=O)CSc3nc4ccccc4c(=O)n3-c3ccc(OC(F)F)cc3)oc(C)c12
→ i, 0.5, i, 40
> CC(=O)NC(C)c1ccc(C(=O)CSc2nnc(C3CC3)n2C2CC2)cc1 (centres undefined)
→ i, 0.5, i, 40
> COC(=O)[C@]1(Cc2ccccc2)N[C@H](CN(C)C(=O)c2ccccc2)[C@@H]2C(=O)N(C)C(=O)[C@@H]21
→ i, 1.6, i, 16
> O=C(NC1CCN(Cc2ccccc2Cl)CC1)c1ccccc1
→ i, 1.0, i, 20
> COc1ccccc1C(=O)NCC(=O)NNC(=O)c1cccs1
→ i, 0.7, i, 48
> COC(=O)C1=C(C)N(Cc2ccccc2)C(=O)N[C@H]1c1cccc(F)c1
→ i, 1.0, i, 30
> CC(C)C(NC(=O)c1ccccc1F)C(=O)NCC(c1ccco1)N1CCCCC1 (centres undefined)
→ i, 0.6, i, 28
> COc1cccc(C(=O)NCc2ccco2)c1
→ i, 0.5, i, 46
> Cc1ccc(C(C)C)c(OCC(=O)OCC(=O)NC2CC2)c1
→ i, 0.7, i, 52
> CCOC(=O)[C@@H]1[C@H]2COc3cc(OC)ccc3[C@@H]2N2C(=O)N(c3ccc(C)cc3)C(=O)[C@]12C
→ i, 1.2, i, 26
> O=C(CN1C(=O)NC2(CCCc3ccccc32)C1=O)c1ccc(Br)cc1 (centres undefined)
→ i, 0.7, i, 56
> O=C(COC(=O)c1ccc(Cl)nc1)NCCc1ccc(F)cc1
→ i, 1.5, i, 56
> Cn1cccc1C(=O)NNC(=O)COc1ccccc1Cl
→ i, 0.9, i, 37
> C=CC[C@@H](CC(=O)N(CCO)Cc1ccccc1)C(=O)N[C@H](COC(=O)[C@@H](CC=C)Cc1ccc(F)cc1)Cc1ccccc1
→ i, 2.1, i, 15
> COc1ccc(OC)c(-c2csc(NC(=O)C3=COCCO3)n2)c1
→ i, 1.6, i, 14
> Cc1ccc(NC(=O)C(=O)NCC2CCCN2S(=O)(=O)c2cccs2)cc1C (centres undefined)
→ i, 0.7, i, 48
> O=C(c1ccc([N+](=O)[O-])o1)N1CCN(c2nc3ccc(F)cc3s2)CC1
→ i, 1.9, i, 16
> Cc1cc(F)ccc1S(=O)(=O)N1CCC2(CC1)OCCN2S(=O)(=O)c1cccs1
→ i, 0.8, i, 34
> COc1ccc(NC(=S)NC(=NS(=O)(=O)c2ccc(Cl)cc2)c2ccccc2)cc1
→ i, 1.4, i, 15
> CCNC(=O)c1cnn(-c2ccccc2)c1-c1ccccc1
→ i, 0.3, i, 34
> COCOc1ccc(/C=C/C(=O)c2c(OCOC)cc(OCOC)c(CC=C(C)C)c2O)cc1OCOC
→ ?, nt, i, 25
> COc1ccc(S(=O)(=O)N2CCCCC2)cc1NS(=O)(=O)c1ccc(CNC(C)=O)cc1
→ i, 0.5, i, 1
> C/C(=N\OCC(=O)OCC(=O)N(Cc1ccccc1)C(C)(C)C)c1ccc2c(c1)OCO2
→ i, 1.0, i, 25
> Nc1c(N(CCCO)C(=O)C2CCCCC2)c(=O)[nH]c(=O)n1Cc1ccccc1
→ i, 0.7, i, 36
> CCc1cccc(C)c1NC(=O)COC(=O)Cn1c(C)csc1=O
→ i, 0.8, i, 43
> COc1ccc2c(c1)OC[C@H]1[C@H]2N2C(=O)c3cc(Cl)ccc3NC(=O)[C@@]2(C)[C@H]1c1ccccc1
→ i, 1.9, i, 10
> Cc1onc(-c2c(F)cccc2Cl)c1C(=O)Nc1cccc(S(=O)(=O)NC2=NCCC2)c1
→ i, 1.0, i, 37
> CCOC(=O)c1ccccc1NC(=O)CN1C(=O)NC(C)(CCc2ccccc2)C1=O (centres undefined)
→ i, 0.5, i, 10
> CCCN(CC(=O)Nc1ccccc1OC)C(=O)c1cccc(S(=O)(=O)Nc2ccc(OC)cc2)c1
→ i, 0.2, i, 35

The list goes on; the last 2 above are carried over.
canonical_smiles,Myeloid diff MLP,Myeloid diff MLP GFP+ MAC1+ %,T cell modulator,T cell modulator vesicle-bound %
CCOC(=O)c1ccccc1NC(=O)CN1C(=O)NC(C)(CCc2ccccc2)C1=O (centres undefined),i,0.5,i,10
CCCN(CC(=O)Nc1ccccc1OC)C(=O)c1cccc(S(=O)(=O)Nc2ccc(OC)cc2)c1,i,0.2,i,35
O=C(c1ccc(S(=O)(=O)Nc2ccccc2)cc1)N1CCC1,i,0.7,i,51
COc1ccc(C(CNC(=O)c2oc3ccccc3c2C)N2CCCC2)cc1 (centres undefined),i,0.6,i,36
Cc1onc(-c2ccccc2)c1C(=O)NCCCc1ccccc1,i,1.3,i,38
CC12CCC(=O)N1C(C(=O)NNC(=O)c1ccccc1)CS2 (centres undefined),i,0.4,i,38
CN(CC(=O)Nc1cccc(F)c1)C(=O)c1ccccc1Cc1ccccc1,i,1.3,i,59
CN(C(=O)COC(=O)Cc1c(Cl)cccc1Cl)C1CCS(=O)(=O)C1 (centres undefined),i,0.4,i,39
O=C(N/N=C/c1cc(O)ccc1Br)c1cccnc1,i,0.0,i,25
CC1CCCCC1NC(=O)COC(=O)CN1C(=O)c2ccccc2C1=O (centres undefined),i,0.9,i,67
CN(CC(=O)Nc1c(Cl)cccc1Cl)C(=O)CCNS(=O)(=O)c1ccccc1C(F)(F)F,i,1.1,i,31
Oc1ccc(C23CCCC2C2(CCCC2)c2ccc(O)cc2O3)c(O)c1 (centres undefined),i,0.8,i,36
c1ccc(-c2ccc3c(n2)CCCO3)cc1,i,2.2,i,13
N#Cc1ccc(OCC(=O)N2CCN(S(=O)(=O)c3ccc(Cl)s3)CC2)cc1,i,0.8,i,41
C#CCNC(=O)C1=C[C@H](c2ccc(C#C)cc2)C[C@H](OCc2ccc(CO)cc2)O1,i,0.9,i,26
O=C(CN1C(=O)NC2(CCCC2)C1=O)OCCOc1ccc(F)cc1,i,1.2,i,31
COc1ccc(C2(c3ccc(OC)cc3)NC(=O)N(CC(=O)N(C)C3CCC(C)CC3)C2=O)cc1 (centres undefined),i,1.3,i,36
O=c1cc(-c2ccccc2)oc2cc(O)cc(O)c12,?,nt,i,24
COc1ccc(NC(=O)CN(C)C(=O)C2CSC3(C)CCC(=O)N23)cc1 (centres undefined),i,0.1,i,38
O=C(CNC(=O)c1ccc(Cl)cc1Cl)OC1CCCCC1=O (centres undefined),i,0.2,i,34
COc1cccc(-n2cnnc2SC(C)C(=O)NC2CCCC2)c1 (centres undefined),i,0.1,i,30
Cc1ccc(S(=O)(=O)N2CCOCC2)cc1C(=O)OCC(=O)N1CCCC1=O,i,1.2,i,32
c1ccc(Cn2cc(-c3ccccc3)cn2)cc1,i,1.9,i,32
CC(C)Oc1ccc(C(=O)OCC(=O)NC(=O)NC2CCCC2)cc1,i,1.6,i,39
Cc1ccc(NC(=O)c2ccc(=O)[nH]c2)cc1S(=O)(=O)N1CCCCCC1,i,0.5,i,26
O=C(Nc1ccon1)c1nc[nH]c1C(=O)NCc1ccccc1,i,0.1,i,38
N#Cc1ccccc1S(=O)(=O)N1CCC(C(=O)NCc2ccccc2CN2CCCC2)CC1,i,0.9,i,40
O=C(Nc1ccc(Nc2ccccc2)cc1)c1ccc(Cl)cc1[N+](=O)[O-],i,0.3,i,29
CCN(C(=O)CN1C(=O)NC(CCSC)C1=O)C1CCS(=O)(=O)C1 (centres undefined),i,0.7,i,38
NS(=O)(=O)c1ccc(CCNC(=O)CCC(=O)c2cccs2)cc1,i,1.0,i,19
CCCNS(=O)(=O)c1cccc(C(=O)NNC(=O)c2cc(C)oc2C)c1,i,0.8,i,23
COCCn1c(N)c(N(Cc2ccccc2)C(=O)CSCC(=O)Nc2ccc(C)cc2)c(=O)[nH]c1=O,i,0.3,i,51
Cn1nnnc1Sc1ncnc2scc(-c3ccc(-c4ccccc4)cc3)c12,i,0.0,i,7
O=C(COc1ccc(F)cc1Cl)Nc1ccc(N2CCOCC2)cc1N1CCOCC1,i,0.3,i,32
O=C(NCC1CCCO1)c1cc(S(=O)(=O)N2CCCCC2)ccc1Cl (centres undefined),i,0.9,i,22
C=CCNC(=S)N/N=C/c1ccc(OCc2ccccc2)cc1,i,0.2,i,52
COC(=O)c1ccc(NC(=O)CNC(=O)c2sc3ccccc3c2Cl)cc1,i,0.7,i,4

High-throughput results as filed in PubChem.

Not all compounds are listed; the hit share may differ from the screen's.
